# From PubChem BioAssay
# PPARg SRC-3 ag: PPARgamma agonists recruiting SRC-3 coactivator, primary screen, biochemical. 200,000 compounds, 0.26% hits. activation, % at 8 µM. biochemical PPARgamma/SRC-3 coactivator recruitment assay. Peroxisome proliferator-activated receptor gamma (Homo sapiens), P37231; in the data active = activation above about 23%;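 also: 0% = DMSO and 100% = reference agonist; some compounds past the cut are filed as inactive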
# Target sequence (P37231 whole entry, looked up): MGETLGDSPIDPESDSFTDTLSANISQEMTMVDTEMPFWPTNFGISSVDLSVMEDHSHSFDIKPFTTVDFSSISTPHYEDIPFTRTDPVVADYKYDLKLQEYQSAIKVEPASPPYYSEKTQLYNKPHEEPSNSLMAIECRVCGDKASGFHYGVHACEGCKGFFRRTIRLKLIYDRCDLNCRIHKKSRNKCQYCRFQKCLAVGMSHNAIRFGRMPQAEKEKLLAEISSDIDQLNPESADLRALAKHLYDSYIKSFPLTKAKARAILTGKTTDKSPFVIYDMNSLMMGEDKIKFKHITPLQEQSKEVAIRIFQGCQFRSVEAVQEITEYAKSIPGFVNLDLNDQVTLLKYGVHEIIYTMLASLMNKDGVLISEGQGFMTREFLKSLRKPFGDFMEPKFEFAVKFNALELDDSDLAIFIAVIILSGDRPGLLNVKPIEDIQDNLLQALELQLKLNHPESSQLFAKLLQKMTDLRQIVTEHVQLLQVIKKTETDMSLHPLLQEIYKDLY
# PPARg SRC1 recr: PPARgamma agonists recruiting SRC-1 coactivator, primary screen, biochemical | Peroxisome proliferator-activated receptor gamma (Homo sapiens), P37231 | PPARgamma-SRC-1 coactivator recruitment biochemical assay | activation, % at 8 µM | 200,000 compounds, 0.41% hits | AID 631, 2007; in the data active = activation above about 19%;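 also: 0% = DMSO and 100% = reference agonist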
# bIAP inh: bovine intestinal alkaline phosphatase inhibitors, primary screen, selectivity assay for TNAP inhibitor project, biochemical, bovine IAP, CDP-star luminescence; alkaline phosphatase, intestinal [Bos taurus]; purified bovine IAP, 30 min; inhibition, % at 20 µM; 190,000 tested, under 10 active; AID 1019, 2008;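 active = over 50% inhibition of intestinal alkaline phosphatase at 20 µM in the single-dose screen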
#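 Assay system: bovine IAP enzyme; medium: DEA buffer 100 mM, pH 9.8, with MgCl2 1.0 mM, ZnCl2 0.02 mM; doses: 20 µM single dose; incubation: enzyme reaction for 30 min at room temperature; detection: CDP-star luminescence signal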
# Efa HMGR inh: inhibitors of E. faecalis class II HMGR, primary screen, biochemical, Enterococcus faecalis | AID 1066, 2008 | purified E. faecalis HMGR, NADPH absorbance 340 nm kinetic | HMG-CoA reductase (Enterococcus faecalis, mvaE) | 190,000 compounds, 0.41% hits | inhibition, % at 10 µM;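 active = inhibition above a set limit, the median over all tested compounds plus 3 SD, cut at about 9.5% in these data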;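 also: enzyme runs in reverse so mevalonate oxidation gives rising NADPH absorbance; 0% = complete reaction with DMSO and 100% = background rate lacking mevalonate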
# SRC2 TRFRET art: TR-FRET signal artefacts, primary screen, artefact control for PPARgamma SRC-2 agonist project, biochemical. TR-FRET artefact counter-screen; active compounds read high. TR-FRET ratio at 8 µM. 200,000 compounds, 0.4% hits; in the data active = TR-FRET ratio above about 2000; also: inactives centre near 1500
# TNAP act hi DEA: TNAP activators at high phosphate acceptor level, primary screen, biochemical, luminescence, uHTS; Alkaline phosphatase, tissue-nonspecific isozyme (Homo sapiens), P05186; purified TNAP, CDP-star luminescence, 1 M DEA, 30 min; active compounds read high; 0 = EDTA background, 1 = DMSO-only activity; activation factor at 20 µM; 200,000 tested, under 10 active;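 active = activation factor at least 2 at 20 µM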
# Target sequence (P05186 whole entry, looked up): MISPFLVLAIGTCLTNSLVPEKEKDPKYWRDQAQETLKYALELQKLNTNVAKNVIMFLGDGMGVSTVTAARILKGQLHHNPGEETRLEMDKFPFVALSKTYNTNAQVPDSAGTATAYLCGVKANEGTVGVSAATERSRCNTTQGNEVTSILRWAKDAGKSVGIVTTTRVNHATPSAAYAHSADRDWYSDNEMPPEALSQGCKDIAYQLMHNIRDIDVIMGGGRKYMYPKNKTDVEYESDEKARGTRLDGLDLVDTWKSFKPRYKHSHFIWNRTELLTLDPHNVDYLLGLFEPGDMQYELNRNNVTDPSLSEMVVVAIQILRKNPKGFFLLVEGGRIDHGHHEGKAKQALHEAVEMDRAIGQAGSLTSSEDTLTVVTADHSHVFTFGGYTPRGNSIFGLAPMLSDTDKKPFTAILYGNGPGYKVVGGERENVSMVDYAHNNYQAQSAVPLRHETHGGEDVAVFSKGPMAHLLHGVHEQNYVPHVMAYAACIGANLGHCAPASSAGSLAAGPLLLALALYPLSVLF
#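 Dosing: 20 µM single point. System: human TNAP. Amount: TNAP 1/800 final. Incubation: 30 min, room temperature. Read-out: TNAP activation factor scaled between EDTA and DMSO control wells. Signal: luminescence from CDP-star hydrolysis. Medium: 1 M DEA, pH 9.8, Mg2+, Zn2+. Control set: EDTA negative control, DMSO positive control.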
# bIAP act: bovine intestinal alkaline phosphatase activators, primary screen, biochemical, bovine IAP, CDP-star luminescence. alkaline phosphatase, intestinal [Bos taurus]. purified bovine IAP, 30 min; active compounds read high; fold of DMSO-control signal, blank-subtracted. activation factor at 20 µM. 200,000 compounds, 0.17% hits. AID 1016, 2008;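 active = activation factor of 2 or more at 20 µM, a signal rise over negative controls twice the positive control's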
# TNAP inh no acc: human TNAP enzyme inhibitors, primary screen, biochemical, luminescent, no phosphate acceptor, uHTS. Alkaline phosphatase, tissue-nonspecific isozyme (Homo sapiens), P05186. AID 1012, 2008. inhibition, % at 20 µM. purified TNAP, CDP-star luminescence, 30 min. 200,000 compounds, 0.26% hits;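 active = tissue-nonspecific alkaline phosphatase inhibition above about 50% at 20 µM in the single-dose screen, limit read from the data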;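 also: 0% = DMSO negative control and 100% = EDTA positive control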
# PPARg SRC2 recr: agonists of PPARg-SRC-2 recruitment, primary screen, biochemical, HTS; Peroxisome proliferator-activated receptor gamma (Homo sapiens), P37231; PPARgamma LBD-SRC-2 recruitment; activation, % at 8 µM; 200,000 compounds, 0.34% hits; in the data active = activation above about 22%;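 also: 0% = vehicle and 100% = reference agonist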
# TNAP inh hiacc: human TNAP enzyme inhibitors, primary screen, biochemical, luminescent, high phosphate acceptor level, uHTS; Alkaline phosphatase, tissue-nonspecific isozyme (Homo sapiens), P05186; purified TNAP, CDP-star luminescence, 1 M DEA; inhibition, % at 20 µM; 200,000 compounds, 0.03% hits;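 active = over 50% inhibition of tissue-nonspecific alkaline phosphatase at 20 µM in the single-dose screen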;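 also: plate controls were DMSO wells for no effect and EDTA-quenched wells as full inhibition for full effect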
# Starred values were filed as active, the others as inactive; · = no result given. This is a random part of the collection; any-hit rate near 1.6%.
# Start of the data: the first 15 records, to show the layout:
SMILES,PPARg SRC-3 ag,PPARg SRC1 recr,bIAP inh,Efa HMGR inh,SRC2 TRFRET art,TNAP act hi DEA,bIAP act,TNAP inh no acc,PPARg SRC2 recr,TNAP inh hiacc
COc1ccc(NC(=S)NCC2CCN(c3ccc(OC)cc3)C2)cc1 (centres undefined),6,5,8,-2,1589,1,0.9,-7,4,-2
CCCCc1cc(=O)oc2cc(OCc3cc(OC)c(OC)c(OC)c3)c(Cl)cc12,5,5,2,-2,1765,1,1,-4,9,0
Oc1ccc2ccccc2c1N=Nc1ccccn1,5,10,26,4,1630,0.7,0.7,32,10,31
O=C(COC(=O)C1CC1)Nc1ccc(OC(F)F)cc1,-7,1,15,-6,1382,1,0.9,-6,-3,-3
O=C1c2ccccc2NC(c2ccco2)N1O (centres undefined),9,7,13,-9,1447,0.9,0.9,-3,0,5
CSc1ccc(OC2CCCCC2NS(=O)(=O)c2ccccc2)cc1 (centres undefined),3,-3,16,-5,1450,1,0.8,-4,2,-4
CCOC(=O)c1c(NC(=O)CSc2nc3nc(C)cc(C)n3n2)sc(CC)c1C,-1,-11,·,-6,1373,1,0.4,-7,-9,-3
CCC(C)NC(=O)C1CCN(c2nc(OC)nc(OC)n2)CC1 (centres undefined),-1,-1,2,-1,1332,1,1,-8,4,-2
COc1ccc(C)cc1S(=O)(=O)N1CC(C)OC(C)C1 (centres undefined),5,0,1,8,1620,1,1,3,3,3
COc1ccccc1OCc1nc(-c2ccc([N+](=O)[O-])cc2)no1,1,1,9,1,1541,0.9,0.9,3,0,5
C=CCNC(=O)c1onc(CSc2ccccc2CC)c1C(=O)O,-2,-3,0,-5,1445,1,1,-6,3,3
CC1(C)Oc2ccc(C(=O)NC3CC3)cc2N(CC(=O)N2CCOCC2)C1=O,-6,-4,4,4,1367,1,1,-5,-8,3
N#CC1=C(N)Oc2n[nH]c(-c3ccccc3)c2C1c1ccncc1 (centres undefined),5,6,-1,-3,1689,1,1,53*,-4,-3
Nc1ccc2nc(-c3ccccc3)[nH]c2c1,0,-2,8,-7,1458,1,0.9,-4,7,0
CCCCOC(=O)C1CCCC(C(=O)OCCCC)N1 (centres undefined),8,-9,3,-2,1386,1.1,1,-18,3,-8

# The list itself, from the start:
SMILES,PPARg SRC-3 ag,PPARg SRC1 recr,bIAP inh,Efa HMGR inh,SRC2 TRFRET art,TNAP act hi DEA,bIAP act,TNAP inh no acc,PPARg SRC2 recr,TNAP inh hiacc
COc1ccc(NC(=S)NCC2CCN(c3ccc(OC)cc3)C2)cc1 (centres undefined),6,5,8,-2,1589,1,0.9,-7,4,-2
CCCCc1cc(=O)oc2cc(OCc3cc(OC)c(OC)c(OC)c3)c(Cl)cc12,5,5,2,-2,1765,1,1,-4,9,0
Oc1ccc2ccccc2c1N=Nc1ccccn1,5,10,26,4,1630,0.7,0.7,32,10,31
O=C(COC(=O)C1CC1)Nc1ccc(OC(F)F)cc1,-7,1,15,-6,1382,1,0.9,-6,-3,-3
O=C1c2ccccc2NC(c2ccco2)N1O (centres undefined),9,7,13,-9,1447,0.9,0.9,-3,0,5
CSc1ccc(OC2CCCCC2NS(=O)(=O)c2ccccc2)cc1 (centres undefined),3,-3,16,-5,1450,1,0.8,-4,2,-4
CCOC(=O)c1c(NC(=O)CSc2nc3nc(C)cc(C)n3n2)sc(CC)c1C,-1,-11,·,-6,1373,1,0.4,-7,-9,-3
CCC(C)NC(=O)C1CCN(c2nc(OC)nc(OC)n2)CC1 (centres undefined),-1,-1,2,-1,1332,1,1,-8,4,-2
COc1ccc(C)cc1S(=O)(=O)N1CC(C)OC(C)C1 (centres undefined),5,0,1,8,1620,1,1,3,3,3
COc1ccccc1OCc1nc(-c2ccc([N+](=O)[O-])cc2)no1,1,1,9,1,1541,0.9,0.9,3,0,5
C=CCNC(=O)c1onc(CSc2ccccc2CC)c1C(=O)O,-2,-3,0,-5,1445,1,1,-6,3,3
CC1(C)Oc2ccc(C(=O)NC3CC3)cc2N(CC(=O)N2CCOCC2)C1=O,-6,-4,4,4,1367,1,1,-5,-8,3
N#CC1=C(N)Oc2n[nH]c(-c3ccccc3)c2C1c1ccncc1 (centres undefined),5,6,-1,-3,1689,1,1,53*,-4,-3
Nc1ccc2nc(-c3ccccc3)[nH]c2c1,0,-2,8,-7,1458,1,0.9,-4,7,0
CCCCOC(=O)C1CCCC(C(=O)OCCCC)N1 (centres undefined),8,-9,3,-2,1386,1.1,1,-18,3,-8
Cc1ccccc1NC(=O)NC1(C(=O)N2CCOCC2)CCCCC1,4,3,8,-1,1700,1.1,0.9,-15,1,-10
N/C(=N\OC(=O)CC1CCCCC1)c1ccccn1,4,0,4,·,1747,1,1,-11,9,-4
COc1ccc(-c2nnc(SCc3nc4ccccc4s3)n2C(C)C)cc1,0,5,0,-3,1620,1.1,1,-6,2,-5
Cc1ccc(-c2nn(-c3cc(N4CCNCC4)ccc3[N+](=O)[O-])c(=O)c3ccccc23)cc1,4,2,14,4,1628,0.9,0.9,3,8,5
CCOc1ccccc1NC(=S)NCCc1ccc(F)cc1,3,9,27,-8,1676,1.1,0.7,-15,7,-6
O=C(NC1C(=O)NNC1c1ccc(Cl)cc1)c1ccc(F)cc1 (centres undefined),1,-8,-5,1,1555,1.1,1.1,-12,-3,-7
O=C(CCCOc1ccccc1)Nc1nncs1,-1,-7,-10,-11,1395,1,1.1,1,-5,1
CCCC1CCC(=NNS(=O)(=O)c2ccc(C)c([N+](=O)[O-])c2)CC1 (centres undefined),0,1,42,2,1575,1,0.6,-10,0,-3
CC(=O)c1nc(N2C(=O)C3CC=C(C)CC3C2=O)sc1C (centres undefined),10,2,2,-5,1650,1,1,-8,18,2
O=C(COc1ccc(Br)cc1)Nc1cc(S(=O)(=O)N2CCCCC2)ccc1N1CCCCC1,-1,-2,7,0,1541,1,0.9,-24,9,2
O=C(c1cc(-c2ccc(Cl)cc2)on1)N1CCOCC1,-3,-2,0,-5,1701,1,1,-7,2,0
Cc1ccccc1SCc1noc(C(=O)NC(C)C)c1C(=O)O,-10,0,-8,-5,1325,1,1.1,-8,1,-3
CCN(CC)C(=O)Cn1c(=O)n(CCCCCC(=O)Nc2ccccc2)c(=O)c2sccc21,6,3,-22,-4,1564,1,1.2,-17,3,1
O=C(Nn1c(-c2ccncc2)nc2ccccc2c1=O)c1ccc([N+](=O)[O-])cc1Cl,0,2,0,-6,1529,1,1,-10,3,0
O=C(CSc1ncnc2c1oc1ccccc12)NCC1CCCO1 (centres undefined),131*,95*,·,·,3902*,·,·,·,110*,·
CCc1ccc(NC(=O)CN2C(=O)C(=O)N(Cc3ccccc3)C2=O)cc1,0,1,-9,-15,1394,1,1.1,-10,-5,-3
COc1ccc(C(=O)Nc2cccc(OC)c2)cc1,-7,-5,14,-4,1583,1,0.9,-9,1,-1
COc1ccc(C(=O)NC2CCN(C(=S)Nc3cccc(C)c3)CC2)cc1,6,-3,-2,-2,1830,1,1,-6,8,-2
Cc1csc(C(C#N)C(=O)c2ccncc2)n1 (centres undefined),4,11,4,5,2112*,1,1,-4,31*,1
O=C(CC1(O)C(=O)Nc2cc(Cl)cc(Cl)c21)c1ccncc1 (centres undefined),-2,6,5,-3,1442,1,0.9,12,2,2
CCN(CC)C(=O)C1CCN(Cc2ccc(Br)cc2)CC1,3,3,-15,3,1756,1.1,1.1,4,6,-6
CCOC(=O)C1CCN(C(=O)c2cn(CCOC)c(=O)c3c2c2ccccc2n3C)CC1,-2,-1,0,-3,1597,1,1,-9,5,0
COc1ccc(-c2nc3ccccc3o2)cc1NC(=O)c1ccc(Br)o1,-4,11,6,-4,1316,1,0.9,-4,-1,-5
O=C(Nn1c(=O)[nH]c2ccsc2c1=O)c1ccccc1,8,-1,15,2,1701,1,0.8,-15,6,-4
CC(=O)c1cccc(NC(=S)NC(=O)c2cccc(C)c2)c1,-1,-6,-11,6,1461,1,1.1,11,10,-5
Cc1ccccc1/C=C\c1nc2ccccc2c(=O)[nH]1,1,1,10,-4,1591,1,0.9,-7,2,0
CC(C)(C)OC(=O)NCCc1nnc(SCc2c(Cl)cccc2Cl)o1,15,0,-1,1,1611,1,1,3,7,-2
CCCc1nc2ccccc2n1CCOc1ccccc1,-5,-1,2,-3,1583,1,1,4,-3,-2
O=C(NCc1ccccc1)C1c2ccccc2Oc2ccccc21,2,8,-4,3,1441,1.1,1,-15,4,-6
CCC(=O)N[C@@H]1CC(C(C)(C)NC(=O)CC)CC=C1C (some centres undefined),2,-4,6,3,1470,1,0.9,-8,-7,-1
CCOC(=O)c1c(NC(=O)C2CCCO2)sc(C(N)=O)c1C (centres undefined),5,17,-12,1,1888,1,1.1,22,5,-1
CC(NC(=O)c1ccc(Br)o1)c1ccccc1 (centres undefined),-2,0,10,1,1440,1.1,0.9,-14,-11,-7
CCOC(=O)c1c(C)oc2c1c(C(c1ccncc1)N1CCOCC1)c(O)c1ccccc12 (centres undefined),-4,1,1,0,1514,1,1,-8,-3,0
O=S(=O)(c1cnccc1N1CCN(/N=C/c2ccccc2)CC1)N1CCCCC1,1,13,-1,-5,1522,1.1,1,-6,1,-9
Nc1c2c(nc3sc4c(c13)CCCC4)CCCCCC2,0,-4,0,3,1609,1.1,1,-31,-6,-7

# (listing goes on)
SMILES,PPARg SRC-3 ag,PPARg SRC1 recr,bIAP inh,Efa HMGR inh,SRC2 TRFRET art,TNAP act hi DEA,bIAP act,TNAP inh no acc,PPARg SRC2 recr,TNAP inh hiacc
CC(=O)c1ccccc1OCCOCCOCCOc1ccccc1C(C)=O,-5,-5,-5,0,1477,1,1.1,-6,5,-3
COC(C(=O)Nc1ccc(S(=O)(=O)Nc2c(C)cccc2C)cc1)c1ccccc1 (centres undefined),-2,6,-3,-2,1369,1,1,-10,-4,-3
COc1ccccc1NC(=O)CSc1nnc(CNC(=O)c2ccco2)o1,10,1,7,-3,1613,1.1,0.9,-13,-1,-6
Cn1ccnc1SCC(=O)Nc1ccc2c(c1)OC(F)(F)O2,0,4,-9,-3,1730,1,1.1,3,-2,-4
